# Source: PubChem
# hIAP activ: human IAP activation; P09923; purified human IAP, CDP-Star luminescence, 30 min; hits give high values; 1 = vehicle-only enzyme, 0 = enzyme-free background; activation factor at 10 µM; hit rate 0.16% among 330,000;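 active = activation factor of the enzyme at least 2-fold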; note: the source names both 10 and 20 µM as test concentration; values of inactives mirror those of a sister screen read the other way
# Target sequence (P09923 whole entry, looked up): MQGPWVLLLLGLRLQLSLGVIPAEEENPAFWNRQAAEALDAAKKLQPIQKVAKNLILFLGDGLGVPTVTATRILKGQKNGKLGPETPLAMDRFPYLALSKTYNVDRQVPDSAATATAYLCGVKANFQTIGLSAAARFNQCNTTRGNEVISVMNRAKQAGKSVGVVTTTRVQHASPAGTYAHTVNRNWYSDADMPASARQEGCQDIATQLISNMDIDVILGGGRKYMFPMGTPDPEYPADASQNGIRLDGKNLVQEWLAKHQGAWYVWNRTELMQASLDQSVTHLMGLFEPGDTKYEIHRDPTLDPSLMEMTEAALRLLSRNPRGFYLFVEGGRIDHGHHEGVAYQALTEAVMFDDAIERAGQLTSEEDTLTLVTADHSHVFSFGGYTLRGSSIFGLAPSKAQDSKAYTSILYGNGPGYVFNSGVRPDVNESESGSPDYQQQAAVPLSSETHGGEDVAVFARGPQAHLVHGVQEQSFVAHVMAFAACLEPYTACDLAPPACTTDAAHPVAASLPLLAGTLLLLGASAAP
# ATG4B inhibitor: ATG4B (human) cysteine protease inhibition; Q9Y4P1; ATG4B cleavage of LC3-PLA2, NBD-HPC fluorescence, 1 h; inhibition, % at 8.33 µM; hit rate 0.51% among 340,000; in the data active = inhibition above about 40%
# Target sequence (Q9Y4P1 whole entry, looked up): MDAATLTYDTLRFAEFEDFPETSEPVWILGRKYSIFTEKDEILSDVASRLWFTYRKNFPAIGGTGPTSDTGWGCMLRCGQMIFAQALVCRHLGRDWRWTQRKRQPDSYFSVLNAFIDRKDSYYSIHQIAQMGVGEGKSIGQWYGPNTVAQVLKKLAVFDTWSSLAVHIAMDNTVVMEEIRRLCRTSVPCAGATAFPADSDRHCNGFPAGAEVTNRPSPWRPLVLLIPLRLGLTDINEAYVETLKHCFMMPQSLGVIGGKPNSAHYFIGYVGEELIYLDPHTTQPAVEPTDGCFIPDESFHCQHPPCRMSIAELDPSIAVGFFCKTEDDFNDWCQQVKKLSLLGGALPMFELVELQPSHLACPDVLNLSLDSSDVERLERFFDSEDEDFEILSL
# mIAP block: mouse IAP inhibition; purified mouse IAP, CDP-Star luminescence, 30 min; inhibition, % at 10 µM; hit rate 0.2% among 330,000;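 active = inhibition of at least 40% at 10 µM in the primary screen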;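 note: plate controls were DMSO with enzyme for no effect and no enzyme wells for full effect; values of inactives mirror those of a sister screen read the other way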
# hIAP block: human IAP inhibition; purified IAP, CDP-Star luminescence, 30 min; hit rate 0.12% among 330,000; P09923; inhibition, % at 10 µM;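 active = inhibition reaching a set limit with compound at 10 µM in the primary screen, cut at about 35% in these data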;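 note: plate controls were DMSO wells with enzyme for no effect and no-enzyme buffer wells for full effect; values of inactives mirror those of a sister screen read the other way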
# mIAP activ: mouse IAP activation; muIAP, CDP-Star luminescence, 30 min; hits give high values; 1 = vehicle-only enzyme signal, 0 = enzyme-free wells; activation factor at 10 µM; hit rate 0.24% among 330,000; AID 2805;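 active = activation factor of at least 2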; note: the source names both 10 and 20 µM as test concentration; values of inactives mirror those of a sister screen read the other way
#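 System: mouse IAP enzyme. Reagent: CDP-Star chemiluminescent phosphatase substrate. Benchmarks: DMSO wells, no-enzyme wells. Times: 30 min enzyme-substrate-compound incubation at room temperature. Detection: luminescence from enzymatic CDP-Star hydrolysis. Doses: test compounds delivered from DMSO solution.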
# NALP3 yeast inh: inhibitors of NALP3 inflammasome in yeast; hit rate 0.39% among 330,000; inhibition, % at 10 µM; Yeast reconstituted NLRP3/ASC/caspase-1, beta-gal luminescence, 24 h; AID 2825;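 active = inhibition of 50% or more; inactive = inhibition below 50%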;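 note: plate controls were induced DMSO wells for no effect and uninduced yeast grown without galactose for full effect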
# TIM10 inh: growth inhibitors of TIM10 yeast strain; inhibition, % at 10 µM; S. cerevisiae TIM10 strain growth, BacTiter-Glo luminescence, 24 h; hit rate 1.4% among 330,000;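 active = inhibition of 40% or more at the single tested concentration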;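 note: wild-type TIM10 isogenic control strain grown at permissive 25 °C; 0% = DMSO yeast wells and 100% = minimal medium wells without yeast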
# Apaf-1 inh: human Apaf-1 inhibition; O14727; reconstituted apoptosome caspase-3 activity, DEVD-Rh110 fluorescence; inhibition, % at 20 µM; hit rate 0.71% among 330,000; active = inhibition of at least 40% at 20 µM;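 note: plate controls were DMSO wells for no effect and DEVD-CHO caspase inhibitor wells for full effect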
#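 detection = Rh110 fluorescence intensity | test system = biochemical Apaf-1 apoptosome reconstitution | also added = cytochrome c and DEVD-Rh110 substrate | schedule = 30 min plus 50 min, RT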
# tim10-1 inh: tim10-1 yeast growth inhibition; S. cerevisiae tim10-1 ts strain growth, BacTiter-Glo, 24 h; inhibition, % at 20 µM; hit rate 2.2% among 330,000; AID 463190;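 active = inhibition of at least 40%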;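 note: mutant grown at 25 °C; 0% = DMSO wells with yeast and 100% = wells holding no yeast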
# The depositor's hits bear a star; x = not tested or not shown. Rows were taken by chance. Share with any hit: about 4.5%.
SMILES,hIAP activ,ATG4B inhibitor,mIAP block,hIAP block,mIAP activ,NALP3 yeast inh,TIM10 inh,Apaf-1 inh,tim10-1 inh
S=c1[nH]nc(-c2ccncc2)n1/N=C/c1cn(-c2ccccc2)nc1-c1ccc(Cl)cc1,1,6,13,0,0.87,5,8,-59,6
C=CCn1c(SCC(=O)NCC2CCCO2)nnc1-c1ccncc1 (centres undefined),0.92,3,-1,8,1,6,8,-9,-6
C=CCOc1cccc(C2/C(=C(/O)c3ccc4c(c3)CC(C)O4)C(=O)C(=O)N2CCN2CCOCC2)c1 (centres undefined),1.1,3,-6,-11,1.1,6,0,8,-9
COc1ccc(CCn2c(C(C)C)nc3c(c(=O)c4ccccc4n3C)c2=O)cc1,0.84,9,-3,16,1,42,32,15,18
Nc1nc2nn(-c3ccccc3)nc2c(=O)[nH]1,1,-7,-3,-3,1,10,18,2,-5
CCOC(=O)C1CCCCN1Cc1ccccc1C(F)(F)F (centres undefined),0.93,-3,-2,7,1,0,6,-27,11
O=C(CN(c1ccc(F)cc1)S(=O)(=O)c1ccc2c(c1)OCCO2)Nc1cccnc1,1.3,-7,1,-33,0.99,6,-8,24,20
COCCCN(C(=O)c1cccnc1SC)c1c(N)n(Cc2ccccc2)c(=O)[nH]c1=O,0.89,-9,-5,11,1.1,16,4,-2,12
COc1ccc(Br)cc1C(=O)Nc1cccc(C)c1C,0.82,8,8,18,0.92,8,7,-17,9
CCN(C[C@H]1N[C@@](CC)(C(=O)OC)[C@H]2C(=O)N(C)C(=O)[C@@H]12)S(=O)(=O)c1ccc(OC)cc1,1,2,-4,-1,1,12,0,-2,-7
CN(C)C=NC(=O)c1cc(C(=O)c2ccccc2Cl)c[nH]1,0.88,-2,11,12,0.89,15,-2,-9,-8
Cc1sc2nc(SCC(=O)N3CCN(CCO)CC3)n(-c3ccccc3)c(=O)c2c1C,1.1,-2,-2,-11,1,5,11,-15,20
CC(NC(=O)C(Cc1ccccc1)N1C(=O)C2C3CCC(C3)C2C1=O)c1ccccc1 (centres undefined),1.1,2,-4,-8,1,-19,-7,3,27
C[C@@H]1CN([C@@H](C)CO)C(=O)c2cc(NC(=O)Nc3ccc4c(c3)OCO4)ccc2O[C@H]1CN(C)S(=O)(=O)c1cn(C)cn1,0.9,-14,-45,10,1.5,24,-1,-2,-3
O=C(NCCC1=CCCCC1)NC12CC3CC(CC(C3)C1)C2,1.1,15,-41,-9,1.4,3,36,13,41*
CC1CCCCN1CCCNc1ccc(C(CC(N)=O)NC(=O)c2ccccc2)cc1[N+](=O)[O-] (centres undefined),1.2,-2,4,-18,0.95,8,5,-1,0
CCCCOc1ccc(CSc2nncn2N)cc1,1,-5,0,-2,1,9,-8,3,16
CCN(CC)C(=O)Cn1cc(S(=O)(=O)CC(=O)NCc2ccc3c(c2)OCO3)c2ccccc21,1,-3,-1,-5,1,-5,0,-25,10
CCOC(=O)N1CCC(NC(=O)C(NS(=O)(=O)c2ccc3c(c2)CCN3C(=O)CC)C(C)C)CC1 (centres undefined),1.1,-3,3,-5,0.97,12,-1,-4,-2
Cc1ccc(C(=O)N/N=C/C2=Cc3ccccc3OC2C)cc1 (centres undefined),1,8,4,-3,0.96,12,22,20,4
CCNc1c(NC(C)=O)c(=O)oc2ccccc12,1.5,-9,7,-47,0.93,10,-14,-1,3
CC1(NC(=O)N2CCOCC2)CCS(=O)(=O)C1 (centres undefined),1.1,4,-10,-9,1.1,13,1,1,-7
CC(C)CNS(=O)(=O)c1ccc(NC(=O)Cn2nc(-c3ccc(F)cc3)ccc2=O)cc1,2.8*,-21,-7,-180,1.1,6,4,12,6
CCOc1ccccc1N1CCN(C(=O)c2cccs2)CC1,1.1,0,-6,-14,1.1,35,-2,4,2
O=C1[C@H]2[C@@H](C(=O)N1c1cc(Cl)cc(Cl)c1)[C@]1(C(=O)Nc3ccccc31)N1CCC[C@@H]21,1.1,-5,5,-11,0.95,14,13,5,45*

# Further entries:
SMILES,hIAP activ,ATG4B inhibitor,mIAP block,hIAP block,mIAP activ,NALP3 yeast inh,TIM10 inh,Apaf-1 inh,tim10-1 inh
C/C(Cl)=C/CSc1nnc2n(N)c(=O)c3ccccc3n12,1.2,7,18,-24,0.82,9,-8,-1,13
O=C(CC1C(=O)NCCN1Cc1cccc(Oc2ccccc2)c1)NCCc1ccncc1 (centres undefined),1.2,0,-7,-22,1.1,-5,1,8,9
COCCN(C(=O)CSc1nnc(C)n1Cc1ccccc1)c1c(N)n(CC(C)C)c(=O)[nH]c1=O,0.9,1,-3,10,1,0,-10,-4,1
COc1ccccc1CC(=O)O/N=C(\N)Cc1cccc2ccccc12,0.94,11,-2,6,1,8,56*,10,67*
O=C(O)C1=NN(c2ccccc2)C(=O)C1,1.2,1,9,-20,0.91,1,5,-7,-18
CN(C)CCNC(=O)c1onc(CSc2nc3ccccc3[nH]2)c1C(=O)NCCN(C)C,1.1,-3,7,-12,0.93,29,13,20,-17
CC(C)c1ccc(CN2CC(C(=O)O)CC2=O)cc1 (centres undefined),1.2,-7,-7,-20,1.1,-3,-12,8,16
Cc1c(NS(=O)(=O)c2ccc(NC(=O)CCC(=O)O)cc2)c(=O)n(-c2ccccc2)n1C,0.87,-3,-4,13,1,-5,-14,1,2
NC(=O)Cc1nc(-c2ccc([N+](=O)[O-])cc2)cs1,1,17,6,-4,0.94,19,15,-2,2
O=C(Nc1nccs1)c1ccc(COc2ccccc2Br)o1,1,16,-1,-3,1,31,31,-2,-7
Cc1ccc(/C=N/NC(=O)Cn2ccc(C(F)(F)F)n2)o1,0.94,-9,8,6,0.92,17,4,-11,9
CC(C)=CCC/C(C)=C/CNC(=O)C[C@H]1C[C@H](C(=O)N(C(C)C)C(C)C)[C@@]2(C)c3[nH]c4cc(-c5ccco5)ccc4c3CCN2C1=O,x,-3,-40,x,1.4,x,11,24,14
COc1cccc([C@@H]2CC=C(C(=O)O)[C@H](c3ccccc3)N2S(=O)(=O)c2ccc(C)cc2)c1,0.86,4,2,14,0.98,9,-1,0,12
COc1ccccc1NC(=O)Nc1cccc(C(=O)O)c1,1,1,8,0,0.92,6,8,-11,-5
O=C(NC1CCCC1)c1cc(S(=O)(=O)N2CCCC2)ccc1Cl,1,8,-13,-4,1.1,7,1,0,12
COc1ccc2c(c1)c1ccc3c(c1n2C)C(=O)C=CC3=O,0.89,-1,8,11,0.92,23,55*,71*,47*
Cc1nc(NCCc2cnc[nH]2)c2oc3ccccc3c2n1,0.97,-6,5,3,0.95,7,8,-13,1
COC(=O)c1cc(S(=O)(=O)Nc2cc(OC)cc(OC)c2)c[nH]1,1.3,-3,10,-28,0.91,-1,-3,-6,15
CC(=O)Nc1ccc(-c2csc(Nc3ncccn3)n2)cc1,1.1,-6,0,-9,1,8,-19,-37,9
C=CCNC(=S)N(C1CCCCC1)C1CCCCC1,1.1,4,9,-13,0.91,-1,32,-1,32
CC(C)c1ccc(N(CC(=O)N2CCN(Cc3ccccc3)CC2)S(C)(=O)=O)cc1,1,2,-8,0,1.1,20,8,11,13
CN(C)N1C(N)=C(C#N)C(c2ccccc2)C2=C1CCCC2=O (centres undefined),1.1,-1,-2,-7,1,12,-6,-1,16
COC(=O)C(NC(C)=O)(Nc1ccccc1)C(=O)OC,1,-1,-2,-4,1,-6,-12,-2,7
COc1ccc(CCn2c(-n3nc(C)cc3C)nc3c2c(=O)[nH]c(=O)n3C)cc1,1.3,-1,-5,-27,1.1,17,5,-8,19
Cn1c(=NC(=O)C2=NNC(=O)CC2)sc2ccccc21,0.87,-2,0,13,1,-5,-11,-4,8

# Single records, from the list above:
# COc1ccc(CCn2c(-n3nc(C)cc3C)nc3c2c(=O)[nH]c(=O)n3C)cc1 as listed: hIAP activ = 1.3; ATG4B inhibitor = -1; mIAP block = -5; hIAP block = -27; mIAP activ = 1.1; NALP3 yeast inh = 17; TIM10 inh = 5; Apaf-1 inh = -8; tim10-1 inh = 19
# COc1ccccc1CC(=O)O/N=C(\N)Cc1cccc2ccccc12 as listed: hIAP activ = 0.94; ATG4B inhibitor = 11; mIAP block = -2; hIAP block = 6; mIAP activ = 1; NALP3 yeast inh = 8; TIM10 inh = 56*; Apaf-1 inh = 10; tim10-1 inh = 67*

# Additional records:
SMILES,hIAP activ,ATG4B inhibitor,mIAP block,hIAP block,mIAP activ,NALP3 yeast inh,TIM10 inh,Apaf-1 inh,tim10-1 inh
Cc1ccc(C(O)P(=O)(OCCC(C)C)c2ccc(N(C)C)cc2)cc1 (centres undefined),1.1,6,2,-10,0.98,-10,18,19,41*
Clc1ccc(CSc2nnc(-c3cccnc3)n2Cc2ccco2)c(Cl)c1,1.1,6,4,-6,0.96,3,19,30,31
C=C(C)CSc1[nH]c(=O)cc(C)c1C#N,0.89,3,8,11,0.92,-28,16,2,6
CN(C(=O)Nc1ccc(C(C)(C)C)cc1)C1CCCCC1,1,-4,-2,0,1,7,-6,-29,0
O=C(NC1CC1)C1=C[C@H](c2ccc(Br)cc2)C[C@H](OCc2ccc(CO)cc2)O1,0.95,-12,0,5,1,7,-44,14,-18
O=C(O)c1ccc(/C=N\Nc2ccccn2)cc1,1.2,-8,-2,-18,1,14,2,-3,6
N#Cc1cccc(NC(=O)CN2NS(=O)(=O)c3ccccc3C2=O)c1,0.92,-10,0,8,1,-14,-13,-15,-15
O=C(c1cccc(S(=O)(=O)N2CCCC2)c1)N1CCCc2ccccc21,1,9,-1,-4,1,14,13,-4,13
C#CCOCCOCCOCCNc1nc(N2CCOCC2)nc(N2CCN(C(=O)[C@H](CCC(=O)O)n3cc(C(N)Cc4ccc(O)cc4)nn3)CC2)n1 (some centres undefined),0.99,2,-5,1,1.1,-12,17,-1,2
Cc1ccc(-n2c(C)cc(/C=C3/C(=N)N4C(c5ccccc5)=CSC4=NC3=O)c2C)cc1,0.77,4,18,23,0.82,25,10,7,6
CC(NC(=O)c1cccnc1)C(c1ccccc1)N1CCN(C)CC1 (centres undefined),0.97,-3,4,3,0.96,0,-10,-15,7
O=C(Nc1nccs1)c1cccnc1Cl,1.3,8,-4,-29,1,5,-1,1,6
COC(=O)CCN1CCC(C(N)=O)CC1,0.99,-12,2,1,0.98,0,1,-2,-3
COc1ccc(CN2CCCC(C(=O)N3CCCC3)C2)cc1 (centres undefined),0.94,-3,2,6,0.98,1,-4,-6,8
CCN1CCN(CC(=O)Nc2c(OC)cccc2OC)CC1,0.9,7,4,10,0.96,5,1,2,-9
Cc1c(C(=O)N2CCOCC2)sc(NC(=O)C(C)C)c1C#N,1,-12,1,-4,0.99,13,-2,2,5
C#CCn1cc(/C=C2\NC(=O)NC2=O)c2ccccc21,1,-2,-2,-1,1,16,-24,4,4
O=C(NNC(=O)C1CC1c1ccccc1)Nc1cccc(Cl)c1 (centres undefined),0.91,-5,-1,9,1,7,-6,-9,1
Cc1csc(NC(=O)C(C)Oc2ccc(Cl)cc2C)n1 (centres undefined),1.1,-47,-18,-8,1.2,12,5,11,6
O=C(c1ccc(Cl)c(S(=O)(=O)N2CCOCC2)c1)N1CCOCC1,1,0,-6,-4,1.1,12,-1,8,-19
Cc1c2c(n3c(nc4ccccc43)c1C#N)N(CCN1CCOCC1)CC2,1.2,7,5,-18,0.95,19,6,-12,22
CCOC(=O)c1[nH]c(C)c(C(=O)c2cc(F)ccc2F)c1C,0.87,-3,6,13,0.94,17,7,-8,13
O=C(Nc1sccc1C(=O)NCc1ccco1)c1cccnc1,0.99,-11,-7,0,1.1,16,24,-2,33
